RTF Ca sens inh: cardiac RTF calcium desensitization | P19429+P45379 | IANBD-labeled cardiac RTF, Ca2+ fluorescence | inhibition, % at 7.15 µM | hit rate 0.12% among 340,000 | AID 493244;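 active means inhibition above the mean inhibition of all tested compounds plus 3 SD, cut at about 17% in these data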;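 further: assay run at fixed EC70 calcium of 1.6 mM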
cardiac RTF act: increases calcium sensitivity of human cardiac regulated thin filaments; IANBD-labeled TnC RTF fluorescence at EC20 calcium; 0% EC20 calcium, 100% full calcium; activation, % at 7.2 µM; hit rate 0.24% among 340,000;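 active means activation above the mean over all tested compounds plus 3 SD, cut at about 30% in these data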;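 further: rise in fluorescence read as greater calcium sensitivity of cardiac thin filaments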
Pemphigus Ab inh: human desmoglein-3 autoantibody binding inhibition | P32926 | DSG3-coupled beads, scFv-anti-DSG3-GFP binding, flow cytometry; active compounds read low | binding (percent of control), % at 10 µM | hit rate 0.48% among 310,000;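 active means binding more than 3 SD below its plate's average and above zero; inconclusive means below that plate limit but binding exactly zero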;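 further: hits lower antibody fragment binding to DSG3; some compounds called inactive have numbers as strong as hits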
Target sequence (P32926 whole entry, looked up, the tested form may be a part): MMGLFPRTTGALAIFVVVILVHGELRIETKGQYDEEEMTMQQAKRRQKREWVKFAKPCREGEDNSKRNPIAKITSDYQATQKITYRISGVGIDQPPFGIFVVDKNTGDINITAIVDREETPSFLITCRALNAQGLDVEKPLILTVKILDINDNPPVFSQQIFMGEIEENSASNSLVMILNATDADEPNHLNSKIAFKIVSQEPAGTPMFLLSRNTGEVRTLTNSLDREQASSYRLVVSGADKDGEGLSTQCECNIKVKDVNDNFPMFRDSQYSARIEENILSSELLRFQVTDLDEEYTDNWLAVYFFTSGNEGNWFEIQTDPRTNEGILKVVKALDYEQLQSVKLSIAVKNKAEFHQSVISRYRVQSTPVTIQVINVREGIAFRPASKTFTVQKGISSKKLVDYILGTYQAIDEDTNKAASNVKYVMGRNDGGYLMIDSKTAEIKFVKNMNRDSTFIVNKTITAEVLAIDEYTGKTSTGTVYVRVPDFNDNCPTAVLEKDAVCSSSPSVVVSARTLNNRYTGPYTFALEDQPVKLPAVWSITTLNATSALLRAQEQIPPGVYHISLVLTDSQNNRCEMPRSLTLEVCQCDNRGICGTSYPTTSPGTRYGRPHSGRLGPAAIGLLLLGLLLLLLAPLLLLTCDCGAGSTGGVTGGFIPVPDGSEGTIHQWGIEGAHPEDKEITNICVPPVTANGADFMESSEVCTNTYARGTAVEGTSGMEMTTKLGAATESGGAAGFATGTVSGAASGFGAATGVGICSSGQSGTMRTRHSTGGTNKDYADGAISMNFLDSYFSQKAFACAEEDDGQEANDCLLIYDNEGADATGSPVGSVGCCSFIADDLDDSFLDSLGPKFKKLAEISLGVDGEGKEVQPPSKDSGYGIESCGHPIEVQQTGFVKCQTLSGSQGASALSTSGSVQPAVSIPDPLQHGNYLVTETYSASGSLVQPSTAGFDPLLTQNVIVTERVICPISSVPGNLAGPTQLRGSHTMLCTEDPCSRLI
V-ATPase pHluor: alters yeast V-ATPase proton transport; S. cerevisiae, pHLuorin cytosolic pH fluorescence; response, % at 10 µM; hit rate 0.37% among 350,000; in the data active means response mostly above about 7.3%, no sharp cut-off; inactive means mostly below about 5.4%; further: actives read high; inactives centre near 0; some compounds called inactive have numbers as strong as hits; reference of the scale not given here
LANA DNA inh: blocks KSHV LANA C-terminal domain binding to DNA; inhibition, % at 9 µM; AID 504423; MBP-C-LANA/FAM-LBS DNA binding, fluorescence polarization; hit rate 0.078% among 340,000;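 active means highest replicate inhibition at or above 60% at 9 µM, even if other replicates fall short; inactive means all replicates below 60% inhibition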;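 further: 0% = neutral control wells and 100% = 4 µM acridine orange control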
OPRM1-OPRD1 ag: OPRM1-OPRD1 heterodimerization agonism; P35372+P41143; hit rate 0.3% among 340,000; activation, % at 9.3 µM; cells, luminescence; in the data active means activation above about 18%;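 further: 0% = vehicle-treated cells and 100% = reference agonist; values of inactives mirror those of a sister screen read the other way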
OPRM1-OPRD1 inv: inverse agonist of human OPRM1-OPRD1 heterodimerization. P35372+P41143. cell-based MOR-DOR heterodimer luminescence, inverse agonism. inhibition, % at 9.3 µM. hit rate 0.21% among 340,000; in the data active means inhibition above about 22%, passing the limit was not always enough;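 further: 0% = cells with DMSO and 100% = wells without cells with DMSO; values of inactives mirror those of a sister screen read the other way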
Wnt bcat act: Wnt/beta-catenin pathway activation; Wnt/beta-catenin reporter cell assay, activator, plate reader; AID 743398; activation, % at 9.35 µM; hit rate 1.2% among 300,000; in the data active means activation above about 30%, passing the limit was not always enough; inconclusive means no clear call, values can overlap the other calls;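 further: 0% = neutral control wells and 100% = positive control wells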
Arrestin-AP2 inh: human beta-arrestin and AP2 interaction inhibition; hit rate 0.31% among 340,000; inhibition, % at 10 µM; FITC-arrestin peptide / GST-AP2 beads, flow cytometry; AP2 beta2 appendage carries R879A mutation;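 active means inhibition above a set limit, near 3 SD of compounds lacking own fluorescence, cut at about 54% in these data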;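 further: plate controls were DMSO wells for no effect and 5 µM unlabelled arrestin peptide for full effect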
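System: GST-AP2 R879A glutathione beads. Medium: PBS with 0.05% Tween 20 and 0.1% BSA. Also added: FITC-arrestin peptide, 50 nM. Incubation: 12 min plus 1 h, RT. Measured by: high-throughput flow cytometry of beads, ex 488, em 535 nm. Evaluation: percent drop in bead-associated FITC signal.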
Keap1-Nrf2 PPI: disrupts human Keap1 binding to Nrf2 peptide. Q14145. Keap1 Kelch-Nrf2 peptide fluorescence polarization, 1536-well. inhibition, % at 9.4 µM. hit rate 0.15% among 340,000; in the data active means inhibition above about 12%; inconclusive means no clear call, values can overlap the other calls; inactive means below about 7.3%;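 further: human Keap1 Kelch domain with fluorescein labeled Nrf2 9mer peptide probe; 0% = neutral control wells and 100% = peptide positive control; higher means more block of Keap1 binding to Nrf2 peptide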
Active calls of the source: *; ? = inconclusive; . = no result given.

Every second line gives: RTF Ca sens inh	cardiac RTF act	Pemphigus Ab inh	V-ATPase pHluor	LANA DNA inh	OPRM1-OPRD1 ag	OPRM1-OPRD1 inv	Wnt bcat act	Arrestin-AP2 inh	Keap1-Nrf2 PPI
COc1ccc(C(=O)C(C)OC(=O)CN2C(=O)c3ccccc3C2=O)cc1 (centres undefined)
  -7	-7	100	1	0.7	1.2	-6	0	6	-2
COc1ccc(NCC(O)Cn2c(C)c(C)c3ccccc32)cc1 (centres undefined)
  6	-3	98	0	-1.3	3.8	-20	8	17	-6
Cc1cc(C)c(NC(=O)COC(=O)C2CCC(=O)N2)c(C)c1 (centres undefined)
  4	2	95	-2	-0.4	-1.1	6	1	37	0
COc1cccc(-c2nc(CS(=O)CC(=O)NCc3ccccc3)c(C)o2)c1 (centres undefined)
  -9	4	108	-1	-0.1	-0.5	3	1	1	-2
Cc1onc(-c2ccccc2)c1CNC(=O)Nc1ccc(C(F)(F)F)cc1
  .	.	100	1	-1.1	.	.	0	12	-3
CCOc1ccc(S(=O)(=O)NCC2CCCO2)c2cccnc12 (centres undefined)
  -12	-3	103	1	1.0	-2.9	15	.	2	0
CCCOc1ccc(-c2cnc(N)s2)cc1
  -3	3	105	5	-1.0	-1.4	8	20	-8	-5
COc1ccc(N2CCN(C(=O)CCn3nnc4ccccc43)CC2)cc1
  -4	6	92	-1	-2.8	-0.7	4	-6	6	-10
O=[N+]([O-])c1ccc(C[n+]2ccccc2)cc1
  -11	-5	96	8	-1.1	-1.3	6	1	-2	-2
CCOc1ccc(NC(=O)CSc2nccn(-c3ccc4c(c3)OCCO4)c2=O)cc1
  -5	-7	98	0	0.5	-1.5	8	7	0	-5
C=CCCN([C@H](CO)Cc1ccccc1)S(=O)(=O)c1ccccc1Br
  -3	-1	100	1	0.8	1.3	-6	-1	-2	1
Cc1ccc(CNC(=O)CCC(=O)n2ncc3cc(C)ccc32)cc1
  -2	2	103	0	-0.5	0.0	0	-2	19	1
COc1ccc(NC(=O)CSc2nnc(Cc3ccc(C)cc3)c(=O)n2N)cc1
  -8	7	88	0	0.4	-2.4	13	-3	5	-4
Cc1ccc(C(=O)O)cc1-c1ccc(C=C2C(=O)c3ccccc3C2=O)o1
  0	-8	105	11	10	-0.1	1	-1	19	-7
COc1cc(/C=C(\C#N)c2nc3ccccc3[nH]2)ccc1O
  -22	18	89	0	-8.5	0.2	-1	10	1	-20
O=C(CCc1ccccc1)N/N=C\c1cc2c(cc1Br)OCO2
  -4	-2	101	3	-0.1	0.6	-3	-1	2	0
Cc1ccc(-c2cc(C(=O)NN)n[nH]2)o1
  .	.	101	-3	.	.	.	2	-7	.
COc1ccc(COc2cc(-c3cccc(OC)c3)nc3ccc(NC(=O)c4ccc(OC)cc4)cc23)cc1
  -1	3	93	-4	-0.6	7.4	-43	-24	0	-2
Nc1nnc(SCc2ccc(F)cc2Cl)s1
  -6	10	93	5	0.2	1.7	-10	3	-3	-7
Cc1cc2cc(CNC(=O)c3ccc(S(=O)(=O)N4CCCCC4)cc3)ccc2[nH]1
  -6	5	103	-2	3.1	-0.6	4	-1	-4	0
COc1cccc(NC(=O)COC(=O)CC(NC(N)=O)c2ccc(Cl)cc2)c1 (centres undefined)
  -4	-2	98	4	13	-3.6	19	?	-15	2
Cc1cnc(NC(=O)c2ccncc2)s1
  9	2	117	-3	0.7	-2.4	11	3	23	-2
COc1ccc(C(=O)NCC(=O)NCC(=O)OCC(=O)c2ccc(Br)cc2)cc1
  -16	-1	.	5	-0.8	-5.3	27	0	-6	-4
COc1ccccc1C(=O)Nc1ccccc1N1CCOCC1
  -15	0	106	-6	1.3	-1.8	10	.	-5	2
O=C1C(=O)N(CCO)C(c2ccccc2[N+](=O)[O-])/C1=C(\O)c1ccccc1 (centres undefined)
  -5	3	104	0	2.2	-4.5	20	2	28	0
CCN(c1ccccc1)S(=O)(=O)c1ccc(C(=O)NCCc2ccc(S(N)(=O)=O)cc2)cc1
  -5	-5	111	3	1.4	-0.3	2	-3	10	1
COc1ccc(N2CCN(CC(O)COCCOc3ccc(Br)cc3)CC2)cc1 (centres undefined)
  -14	9	128	-4	-1.5	0.0	0	-1	18	2
Cc1ccc([N+](=O)[O-])cc1NC(=O)CNC1CCCCC1
  -6	7	121	-1	4.1	-2.0	10	-2	-10	0
COc1cccc(NC(=O)Nc2cccnc2)c1
  3	9	114	1	0.6	0.7	-4	1	3	-5
Cc1cc(N/N=C/c2cccc(Cl)c2)nc(-n2nc(C)cc2C)n1
  1	5	96	2	0.7	-1.2	6	-2	16	-5
O=C(CCn1nnnc1CN1CCOCC1)N1CCC(c2ccccc2F)C1 (centres undefined)
  -9	3	103	0	0.4	-0.4	2	0	-4	-1
O=C(Cc1cccc(NC(=O)C2CCN(C(=O)C3CCCC3)CC2)c1)Nc1cccc(C(=O)N2CCCC2)c1
  -1	5	110	0	0.4	-1.6	9	3	2	-3
COC(=O)c1ccc(NC(=O)CSCc2ccccc2C)cc1
  -1	0	.	0	0.4	6.6	-36	1	15	-1
COc1ccccc1CNS(=O)(=O)c1c(C)nc2scc(C)n2c1=O
  -11	0	96	2	-1.5	-0.8	4	-2	18	-2
COC(=O)c1ccc(CNC(=O)COC(=O)/C=C/c2ccc(O)c(OC)c2)cc1
  -4	-3	89	2	1.0	-0.3	1	-1	0	3
COc1cccc(NC(=O)c2ccc3c(c2)CCCC3)c1
  -5	-1	96	-2	0.8	-2.3	12	0	-4	-1
Cc1ccccc1NC(=O)c1ccc(C)c(S(=O)(=O)Nc2cccnc2)c1
  -5	-2	103	-5	-1.7	-2.1	11	-1	16	-5
COc1ccc(C)cc1NS(=O)(=O)c1ccc(Br)s1
  -1	-2	104	0	-0.9	-0.5	3	-12	-3	1
C/C(=C\C(=O)c1ccc(Cl)cc1Cl)N(C)C
  -8	1	109	0	-0.7	1.6	-8	1	-2	0
O=C(COC(=O)c1cncc(Br)c1)NC1CCCC1
  -7	0	112	1	-0.2	-0.5	2	-1	-17	0
CCN(CC(=O)NCCc1ccc(S(N)(=O)=O)cc1)Cc1nc2ccccc2c(=O)[nH]1
  0	-6	.	-1	0.8	-3.5	18	-2	12	-2
NC(=S)N/N=C/c1c[nH]c2ccc(OCc3ccccc3)cc12
  4	-7	105	1	-1.1	-1.6	8	.	-14	-4
Cc1ccc(CONC(=O)c2cccc(C)c2)cc1
  -9	2	100	-1	-1.2	-3.2	13	2	11	-2
Cc1cccc(C)c1NC(=O)CNC(=O)c1cccc(S(=O)(=O)NCc2cccs2)c1
  -9	-2	.	-5	-0.9	-0.3	1	-1	9	-6
Cc1ccc(CNC(=O)C2CCC(=O)N2Cc2ccc(C)cc2)cc1 (centres undefined)
  -14	-3	95	-4	-1.5	-1.6	9	-1	-22	-2
CC(=O)c1cnn(-c2cc(Oc3ccccc3C)ncn2)c1C
  -2	-3	112	1	-0.3	1.6	-9	.	5	-3
c1cncc(Nc2nc(-c3cccs3)cs2)c1
  1	-3	98	8	-1.0	-3.9	20	16	-2	0
Cc1ccc(NS(=O)(=O)c2cccc(C(=O)OCC(=O)NCc3ccco3)c2)cc1
  6	5	107	3	1.3	-2.2	12	.	1	-3
O=C(Cn1c2c(c(-c3ccccc3Cl)cc1=O)CCC2)NCC1CCCO1 (centres undefined)
  -12	3	92	-4	1.1	-1.4	7	-2	-2	-7
Nn1c(Nc2ccccc2)nc2ccccc21
  -1	-6	88	0	0.3	-0.9	5	.	1	3
CN(CCOc1ccccc1)CC(=O)Nc1ccc(Cl)cc1[N+](=O)[O-]
  -11	0	94	3	3.1	5.0	-23	0	23	0
O=C(Cc1nc(-c2ccc([N+](=O)[O-])cc2)cs1)Nc1ccccc1
  -4	3	106	-4	2.1	6.1	-33	-1	-11	-4
C/C(Cl)=C/Cn1c(=O)c2c(nc(Br)n2Cc2ccccc2)n(C)c1=O
  -2	-5	98	-3	0.0	-0.6	3	.	-3	-3
CC(OC(=O)CNC(=O)c1ccc(Cl)c(Cl)c1)C(=O)N1CCOCC1 (centres undefined)
  -14	-7	98	2	0.9	-1.5	10	-3	-15	-2
CCOC(=O)c1sc(N)c(C#N)c1CSc1nnc(C2CC2)n1N
  -13	11	101	-2	0.5	1.7	-11	2	-4	-6
CCN(CC)C(=O)c1[nH]cnc1C(=O)N[C@H](C)c1ccccc1
  3	0	104	-4	0.7	-2.4	13	1	-2	-6
Cc1cccc(NS(=O)(=O)c2c(C)n[nH]c2C)c1
  3	4	102	-1	0.2	-0.8	4	.	22	0
CCCCn1nnnc1SCC(=O)N1CCN(C(=O)c2ccco2)CC1
  -8	-4	102	0	0.0	-3.6	20	.	0	3
Cc1ccc(CNC(=O)c2ccc(N3CCC4(CC3)CC(c3cccc(Br)c3)=NO4)c(N)c2)cc1
  -15	-6	106	-2	0.5	1.9	-11	-6	20	-2
CCN(c1ccccc1)S(=O)(=O)c1ccc(Cl)c(C(=O)N(CC2CCCO2)C2CCS(=O)(=O)C2)c1 (centres undefined)
  -4	0	98	3	-1.4	-0.2	1	-1	7	0

The list continues.
Every second line gives: RTF Ca sens inh	cardiac RTF act	Pemphigus Ab inh	V-ATPase pHluor	LANA DNA inh	OPRM1-OPRD1 ag	OPRM1-OPRD1 inv	Wnt bcat act	Arrestin-AP2 inh	Keap1-Nrf2 PPI
CC(=O)c1nn(-c2ccc(Br)cc2)cc1C(=O)c1ccco1
  -19	4	.	-4	-1.8	1.4	-7	-1	4	-4
CN(C)c1ccc(NC(=O)Cn2ncn3c(cc4ccccc43)c2=O)cc1
  -5	8	92	-2	0.8	-1.0	6	0	18	-6
COc1ccc(NC(=S)N2CCC(C(=O)c3ccc(F)cc3)CC2)c(OC)c1
  1	3	105	6	-1.3	-3.2	15	-3	46	2
CCN(CC)CCOC(=O)c1ccc(N/C=C(/C#N)c2nc(-c3ccc4c(c3)OCO4)cs2)cc1
  5	-9	103	-51	0.5	-0.8	4	0	-73	-4
COCCCn1c(=S)[nH]c2sc3c(c2c1=O)CCCS3
  -4	-5	.	-2	-1.1	-1.9	9	-1	36	-5
Cc1c(O)nc(SC2CC(=O)N(c3cc(Cl)cc(Cl)c3)C2=O)[nH]c1=O (centres undefined)
  -4	-6	.	2	-0.1	-3.4	17	0	-20	-8
COc1cccc(C(=O)OCC(=O)Nc2ccc(N3CCOCC3)cc2)c1
  -7	3	.	-4	-1.3	-0.7	3	0	-5	-1
COc1ccc(C(=O)c2c(C)c3cc(C)ccc3n2CC(O)CN2CCOCC2)cc1 (centres undefined)
  5	-8	101	-2	1.0	-1.8	9	-8	-3	-2
Cc1cc(C)c(S(=O)(=O)n2nc(C)c(Br)c2C)c(C)c1
  -3	-3	110	3	1.9	-2.2	12	.	23	1
